Screens deposited in PubChem by Broad Institute.
SIRT5 block: blocks human SIRT5 desuccinylation of peptide | Q9NXA8 | Purified SirT5, succinyl-peptide AMC, trypsin-coupled fluorescence | inhibition, % at 15 µM | hit rate 1.1% among 330,000 | AID 652115; in the data active = inhibition above about 15%; inconclusive = no clear call, values can overlap the other calls
Target sequence (Q9NXA8 whole entry, looked up): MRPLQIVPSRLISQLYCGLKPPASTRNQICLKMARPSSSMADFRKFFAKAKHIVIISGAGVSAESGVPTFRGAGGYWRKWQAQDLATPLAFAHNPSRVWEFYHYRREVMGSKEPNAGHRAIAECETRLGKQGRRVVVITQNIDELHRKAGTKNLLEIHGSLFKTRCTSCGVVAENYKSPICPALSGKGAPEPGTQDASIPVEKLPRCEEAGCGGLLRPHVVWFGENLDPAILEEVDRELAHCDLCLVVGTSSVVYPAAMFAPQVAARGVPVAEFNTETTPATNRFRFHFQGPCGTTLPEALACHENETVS
Casp6 inh: inhibitors of human caspase-6. hit rate 0.53% among 350,000. purified caspase-6, Z-VEID-R110 cleavage fluorescence. P55212. inhibition, % at 12.5 µM;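 active = mean inhibition across replicates at least about 35%, with every replicate also reaching that limit, limit read from the data; inconclusive = only one of the two criteria met; inactive = neither criterion met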;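 note: 0% = median of neutral control wells and 100% = no fluorescence left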
Target sequence (P55212 24-179 limits assumed): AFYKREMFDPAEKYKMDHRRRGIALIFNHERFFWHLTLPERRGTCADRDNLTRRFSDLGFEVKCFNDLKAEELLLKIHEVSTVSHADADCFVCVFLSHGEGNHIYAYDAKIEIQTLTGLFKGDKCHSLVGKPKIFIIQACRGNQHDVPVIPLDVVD
Target sequence (P55212 194-293 limits assumed): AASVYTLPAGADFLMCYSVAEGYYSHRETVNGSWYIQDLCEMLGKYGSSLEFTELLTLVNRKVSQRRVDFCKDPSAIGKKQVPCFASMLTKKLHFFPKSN
DENV2 CPE rescue: DENV2-induced cell death inhibition. DENV2-infected cells, cytopathic effect rescue, plate reader. CPE inhibition, % at 9.99 µM. hit rate 1.7% among 350,000; in the data active = CPE inhibition above about 20%, passing the limit was not always enough; inconclusive = no clear call, values can overlap the other calls; tested in BHK-21 cells;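 note: 0% = median of neutral control wells and 100% = median of positive control wells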
ERp5 inh: blocks human ERp5 reductase activity on insulin | Q15084 | ERp5 insulin aggregation, absorbance 650 nm, 90 min | inhibition, % at 9.99 µM | hit rate 0.05% among 350,000;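 active = mean replicate inhibition above about 25%, with every replicate also reaching it, limit read from the data, passing the limit was not always enough; inconclusive = only one of those two criteria met; inactive = neither criterion met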
Target sequence (Q15084 whole entry, looked up): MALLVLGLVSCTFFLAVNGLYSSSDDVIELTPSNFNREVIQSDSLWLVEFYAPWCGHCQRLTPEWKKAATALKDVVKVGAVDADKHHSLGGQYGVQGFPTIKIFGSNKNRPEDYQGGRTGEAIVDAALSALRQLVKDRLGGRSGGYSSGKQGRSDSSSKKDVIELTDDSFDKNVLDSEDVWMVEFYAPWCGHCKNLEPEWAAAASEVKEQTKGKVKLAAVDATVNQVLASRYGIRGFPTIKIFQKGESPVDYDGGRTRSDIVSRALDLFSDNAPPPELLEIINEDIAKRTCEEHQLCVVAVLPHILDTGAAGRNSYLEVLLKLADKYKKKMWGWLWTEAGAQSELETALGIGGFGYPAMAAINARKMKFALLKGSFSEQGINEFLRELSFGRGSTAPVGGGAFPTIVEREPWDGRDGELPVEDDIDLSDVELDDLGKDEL
ERAP1 inh: blocks human ERAP1 aminopeptidase activity; Q9NZ08; recombinant ERAP1, Leu-AMC fluorescence, 60 min; inhibition, % at 10.7 µM; hit rate 0.15% among 340,000; AID 652197;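 active = mean replicate inhibition of at least 30%, or all replicates individually reaching that 30% level; inactive = mean below 30% and not every replicate reaching it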;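 note: 0% = neutral control wells and 100% = L-leucinethiol positive control wells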
miR122 inh: miR-122 inhibition in Huh7 cells; Huh7 miR-122 Renilla luciferase sensor, 48 h; neutral wells = 0, positive control = 100; activation (reporter increase), % at 12.5 µM; hit rate 0.3% among 340,000; AID 602342;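 active = mean replicate activation score at least 90 and every replicate individually at or above 90; inconclusive = only one of the two criteria met; inactive = neither criterion met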;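 note: higher luciferase means less miR-122 activity so hits act as miR-122 inhibitors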
F508del corr: correctors of CFTR F508del function in bronchial epithelial cells | CFBE cells, YFP halide quenching; stimulated with forskolin plus potentiator P3; % fluorescence drop versus neutral controls | activity (quench increase), % at 7.58 µM | hit rate 0.36% among 350,000 | AID 720511;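 active = mean added fluorescence quench of at least 8% versus neutral control, with both replicates also reaching 8%; inconclusive = only one of the mean or replicate conditions met; inactive = mean below 8% and not both replicates reaching 8%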;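 note: cells transiently co-express mutant CFTR-F508del with the halide-sensitive YFP; corrector assay measuring rescue of mutant channel to the surface after 24 h compound exposure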
The depositor's hits bear a star; [ ] = remark or other dose.

COc1ccc(C)cc1NC(=O)NNC(=O)c1ccoc1C was read as SIRT5 block 0.4, Casp6 inh 4.5, DENV2 CPE rescue -1.7, ERp5 inh 1.6, ERAP1 inh 1.7, miR122 inh 9.7 and F508del corr -1.4.
`Cn1c(=O)c2c(nc(SCc3ccc(F)cc3)n2C)n(C)c1=O` gave SIRT5 block 0.6, Casp6 inh 0.6, DENV2 CPE rescue 4.7, ERp5 inh 5.2, ERAP1 inh 1.4, miR122 inh -3.2 and F508del corr 1.0.
`CCCCNC(=O)C1(C)CCN1C(=O)c1ccncc1` (configuration not stated) gave Casp6 inh 0.5, DENV2 CPE rescue -1.3, ERp5 inh -3.7, ERAP1 inh 1.3, miR122 inh -2.3 and F508del corr 0.0.
COc1ccc(CC(=O)Nc2ccccc2NC(=O)c2ccco2)cc1OC was read as SIRT5 block -7.5, Casp6 inh 0.1, DENV2 CPE rescue 2.4, ERp5 inh 5.4, ERAP1 inh -3.3 and F508del corr -1.2.
Cc1cc(C)n2nc(SCCCC(=O)c3ccc(F)cc3)nc2n1 was read as SIRT5 block 0.9, Casp6 inh 2.7, DENV2 CPE rescue 7.3, ERp5 inh -1.0, ERAP1 inh -3.4, miR122 inh 8.2 and F508del corr 1.7.
Screening COc1ccc(NC(=O)Nc2sc(=S)n(C)c2C)cc1 returned SIRT5 block 0.1, Casp6 inh -2.6, DENV2 CPE rescue -3.8, ERp5 inh -3.5, ERAP1 inh 7.6 and F508del corr 0.7.
`CC(C)N1CCN(Cc2nc3c(s2)CCCC3)CC1CCO` (configuration not stated) gave SIRT5 block -3.5, Casp6 inh -5.4, DENV2 CPE rescue 4.2, ERp5 inh -0.9, ERAP1 inh 3.8 and F508del corr 0.1.
`O=C(C[C@@H]1CC[C@@H]2[C@H](COC[C@@H](O)CN2S(=O)(=O)c2ccc(F)cc2)O1)N[C@H]1CCN(Cc2ccccc2)C1` gave SIRT5 block 5.8, Casp6 inh 0.4, DENV2 CPE rescue 8.2, ERp5 inh -1.7, ERAP1 inh 0.7, miR122 inh -0.9[16.7 µM] and F508del corr 3.3.
For Cc1c(NC(=O)Nc2ccc(C(C)C)cc2)c(=O)n(-c2ccccc2)n1C the results were SIRT5 block -4.9, Casp6 inh -0.7, DENV2 CPE rescue -4.6, ERp5 inh 1.4, ERAP1 inh -2.7, miR122 inh -2.3 and F508del corr -0.3.
Screening O=C(c1ccccc1)N1CC(=O)N2[C@H](C1)[C@H](c1ccc(C#CCC3CCCC3)cc1)[C@@H]2CO returned SIRT5 block 10.4, Casp6 inh 1.2, DENV2 CPE rescue -2.5, ERp5 inh 0.8, ERAP1 inh -0.7 and F508del corr 1.5.
Screening COc1ccc(CCNC/C=C/c2ccccc2)cc1 returned SIRT5 block -0.8, Casp6 inh -3.0, DENV2 CPE rescue 12.4, ERp5 inh 1.2, ERAP1 inh 0.0, miR122 inh -4.8 and F508del corr 2.5.
Screening C/C(=N\NC(=O)c1cccc(S(=O)(=O)N2CCCCC2)c1)c1ccc(C)o1 returned SIRT5 block -5.5, Casp6 inh -0.2, DENV2 CPE rescue 7.4, ERp5 inh 2.3, ERAP1 inh 5.7, miR122 inh -2.3 and F508del corr -3.8.
`c1ccc2[nH]c(CN3CCCCCC3)nc2c1` gave SIRT5 block -0.1, Casp6 inh -4.0, DENV2 CPE rescue -3.9, ERp5 inh 1.0, ERAP1 inh -3.0, miR122 inh -6.2 and F508del corr 1.6.
`CC(NC(=O)COC(=O)C1CCC1)c1ccccc1` (configuration not stated) gave SIRT5 block -1.1, Casp6 inh -1.1, DENV2 CPE rescue 3.8, ERp5 inh -1.1, ERAP1 inh 3.9, miR122 inh -3.8 and F508del corr -3.5.
Nc1nonc1-n1nnc(C(=O)N/N=C/c2cccc(F)c2)c1CN1CCCCCC1 was read as Casp6 inh -0.5, DENV2 CPE rescue -7.5, ERp5 inh -2.7, ERAP1 inh 0.1 and F508del corr 1.6.
`COc1cc(CN2CCC(n3nccc3NC(=O)c3ccccc3OC)CC2)ccc1F` gave SIRT5 block 0.3, Casp6 inh -1.8, DENV2 CPE rescue -10.6, ERp5 inh -3.1, ERAP1 inh -2.7, miR122 inh -5.4 and F508del corr 0.7.
For COc1cccc(S(=O)(=O)Nc2ccc3c(c2)[C@H]2C[C@@H](CC(=O)NCc4ccccc4F)O[C@@H](CO)[C@H]2O3)c1 the results were SIRT5 block -3.5, Casp6 inh 3.4, DENV2 CPE rescue inconclusive, ERp5 inh -4.3, ERAP1 inh 1.2, miR122 inh -8.8[16.7 µM] and F508del corr -0.2.
Screening NS(=O)(=O)c1ccc(NC(=O)c2cc(Cl)ccc2Cl)cc1 returned Casp6 inh 2.0, DENV2 CPE rescue -3.2, ERp5 inh -4.7, ERAP1 inh 6.1, miR122 inh 10.9 and F508del corr 6.4.
CCOC(=O)c1ccc(NC(=O)Cn2c(=O)oc3ccccc32)cc1 was read as SIRT5 block -2.6, Casp6 inh -3.0, DENV2 CPE rescue -7.0, ERp5 inh 0.3, ERAP1 inh -0.5 and F508del corr 0.8.
`C#Cc1cccc(C(=O)N2CCCC(C(=O)c3ccc(OC)cc3C)C2)c1` (configuration not stated) gave SIRT5 block 1.7, Casp6 inh 3.3, DENV2 CPE rescue -13.1, ERp5 inh 9.3, ERAP1 inh 0.4, miR122 inh -1.9 and F508del corr -2.0.
`O=C1c2ccccc2[C@@H]2C[C@@H](O)[C@H](Nc3ccccc3-c3ccccc3)CCN12` gave SIRT5 block -0.2, Casp6 inh -0.5, DENV2 CPE rescue 3.4, ERp5 inh -3.0, ERAP1 inh -1.3, miR122 inh -0.6 and F508del corr -2.2.
For CCCNC(=O)NC(=O)COC(=O)CNS(=O)(=O)/C=C/c1ccccc1 the results were SIRT5 block -3.7, DENV2 CPE rescue 6.1, ERp5 inh 1.6, ERAP1 inh -1.7 and F508del corr -1.6.
For Cc1nn(-c2ccccc2)c(C)c1C(=O)Oc1ccccc1 the results were SIRT5 block -0.4, Casp6 inh 0.4, DENV2 CPE rescue -2.7, ERp5 inh 1.9, ERAP1 inh 3.8, miR122 inh -6.5 and F508del corr -2.3.
For CC(=O)Nc1ccc(NC(=O)[C@@H]2CCCN2S(=O)(=O)c2ccc3c(c2)OCCO3)cc1 the results were SIRT5 block -5.7, Casp6 inh 0.0, DENV2 CPE rescue 5.8, ERp5 inh 2.6, ERAP1 inh -2.9, miR122 inh -3.8 and F508del corr -1.9.

At a glance, part of the list above.
COc1ccc(C)cc1NC(=O)NNC(=O)c1ccoc1C was read as SIRT5 block 0.4, Casp6 inh 4.5, DENV2 CPE rescue -1.7, ERp5 inh 1.6, ERAP1 inh 1.7, miR122 inh 9.7 and F508del corr -1.4.
`Cn1c(=O)c2c(nc(SCc3ccc(F)cc3)n2C)n(C)c1=O` gave SIRT5 block 0.6, Casp6 inh 0.6, DENV2 CPE rescue 4.7, ERp5 inh 5.2, ERAP1 inh 1.4, miR122 inh -3.2 and F508del corr 1.0.

Quoted at random: 4 entries already listed
For Cc1nn(-c2ccccc2)c(C)c1C(=O)Oc1ccccc1 the results were SIRT5 block -0.4, Casp6 inh 0.4, DENV2 CPE rescue -2.7, ERp5 inh 1.9, ERAP1 inh 3.8, miR122 inh -6.5 and F508del corr -2.3.
`c1ccc2[nH]c(CN3CCCCCC3)nc2c1` gave SIRT5 block -0.1, Casp6 inh -4.0, DENV2 CPE rescue -3.9, ERp5 inh 1.0, ERAP1 inh -3.0, miR122 inh -6.2 and F508del corr 1.6.
CCOC(=O)c1ccc(NC(=O)Cn2c(=O)oc3ccccc32)cc1 was read as SIRT5 block -2.6, Casp6 inh -3.0, DENV2 CPE rescue -7.0, ERp5 inh 0.3, ERAP1 inh -0.5 and F508del corr 0.8.
`O=C1c2ccccc2[C@@H]2C[C@@H](O)[C@H](Nc3ccccc3-c3ccccc3)CCN12` gave SIRT5 block -0.2, Casp6 inh -0.5, DENV2 CPE rescue 3.4, ERp5 inh -3.0, ERAP1 inh -1.3, miR122 inh -0.6 and F508del corr -2.2.

Remaining list, next part:
Screening CN(C)S(=O)(=O)c1ccc(Cl)c(NC(=O)COC(=O)/C=C/c2ccc3ccccc3n2)c1 returned SIRT5 block 0.8, Casp6 inh 1.7, DENV2 CPE rescue 1.2, ERp5 inh -8.1, ERAP1 inh 4.7, miR122 inh -6.3 and F508del corr -0.9.
Screening COCc1[nH]nc2c1C(c1ccc(F)cc1)N(Cc1ccccc1)C2=O (configuration not stated) returned Casp6 inh -5.1, DENV2 CPE rescue -0.6, ERp5 inh 1.8, ERAP1 inh 0.1 and F508del corr 2.2.
`Cc1c(Br)c(=O)oc2c(Br)c(O)ccc12` gave SIRT5 block -1.4, Casp6 inh 0.7, DENV2 CPE rescue -2.6, ERp5 inh -0.6, ERAP1 inh -2.3, miR122 inh -0.3 and F508del corr -1.9.
Nc1nc2ccc(Cl)cc2cc1C(=O)NCCCN1CCOCC1 was read as SIRT5 block -3.5, Casp6 inh -8.8, DENV2 CPE rescue -1.7, ERp5 inh 1.8 and F508del corr 0.3.
Screening CO[C@H]1CN(C)C(=O)c2cc(NC(C)=O)ccc2OC[C@@H](C)N(C(=O)c2ccccc2F)C[C@@H]1C returned SIRT5 block 5.4, DENV2 CPE rescue 5.8, ERp5 inh 3.5, ERAP1 inh 1.2, miR122 inh 3.5[16.7 µM] and F508del corr -5.8.
For O=C(Cc1ccc(Cl)cc1)Nc1cc(S(=O)(=O)N2CCOCC2)ccc1N1CCCC1 the results were SIRT5 block 1.7, Casp6 inh -2.0, DENV2 CPE rescue 0.0, ERp5 inh -0.5, ERAP1 inh 1.0 and F508del corr -2.4.
`Cc1noc(C)c1S(=O)(=O)N(C)C[C@@H]1Oc2ccc(NC(=O)C3CC3)cc2CC(=O)N([C@H](C)CO)C[C@H]1C` gave SIRT5 block 3.1, Casp6 inh 0.8, DENV2 CPE rescue -1.0, ERp5 inh -0.2, ERAP1 inh -1.4, miR122 inh 2.1[16.7 µM] and F508del corr -1.2.
O=C(NCC1CCCO1)c1ccc(COc2ccccc2)cc1 (configuration not stated) was read as SIRT5 block -3.7, Casp6 inh -0.4, DENV2 CPE rescue 1.7, ERp5 inh 4.7, ERAP1 inh -3.2, miR122 inh -4.6 and F508del corr -1.7.
For C#CCNc1ccc(C(=O)OCC)cc1 the results were SIRT5 block -4.2, Casp6 inh -1.2, DENV2 CPE rescue -2.0, ERp5 inh -7.3, ERAP1 inh -3.0, miR122 inh -4.4 and F508del corr -1.0.
`Cc1ccc(S(=O)(=O)Nc2ccc(S(=O)(=O)Nc3cc(C)nc(C)n3)cc2)cc1` gave SIRT5 block -0.4, Casp6 inh -0.6, DENV2 CPE rescue 6.8, ERp5 inh -4.9, ERAP1 inh -0.1 and F508del corr 0.4.
For CCS(=O)(=O)N1CCC(N2CCN(c3ccccc3)CC2)CC1 the results were SIRT5 block -3.1, Casp6 inh -3.0, ERp5 inh -0.1, ERAP1 inh -2.2 and F508del corr 0.9.
CC1(C)Cc2nc3oc4c(=O)n(CC(=O)Nc5ccc(Cl)cc5)cnc4c3cc2CO1 was read as SIRT5 block -1.9, Casp6 inh -2.7, DENV2 CPE rescue 9.7, ERp5 inh 2.7, miR122 inh -6.3 and F508del corr 1.0.
CCN1[C@@H]2c3ccc(C4=CCCCC4)c(=O)n3C[C@@H]2[C@@H](CO)[C@@H]1C(=O)OC was read as SIRT5 block -3.0, Casp6 inh -5.7, DENV2 CPE rescue 4.5, ERp5 inh 10.5, ERAP1 inh 0.5, miR122 inh 4.9[16.7 µM] and F508del corr -3.5.
CC1(Cc2cccc(F)c2)C(=O)Nc2ccc(OC(F)(F)F)cc21 (configuration not stated) was read as Casp6 inh 1.9, DENV2 CPE rescue inconclusive, ERp5 inh 4.8, ERAP1 inh 1.0, miR122 inh -2.8 and F508del corr -0.7.
N#CCc1ccc(NC(=O)c2ccc(S(=O)(=O)N3CCOCC3)cc2)cc1 was read as SIRT5 block 1.5, Casp6 inh -1.1, DENV2 CPE rescue 15.8, ERp5 inh -0.4, ERAP1 inh -1.1, miR122 inh 2.7 and F508del corr 3.2.
Screening Cc1ccc(S(=O)(=O)N/N=C/c2ccc(OCC(=O)N3CCOCC3)cc2)cc1 returned SIRT5 block 3.1, Casp6 inh 2.9, DENV2 CPE rescue -3.3, ERp5 inh -0.9, ERAP1 inh -0.2, miR122 inh 33.1 and F508del corr -1.7.
